EPAC1 antagonist: EPAC1 (human) antagonism. EPAC1 GEF assay, Rap1b-BODIPY-GDP exchange fluorescence. Potency, µM (titrated, usually from 115 µM), without a hit: top-dose activity change, negative = inhibition, most hits filed as inhibitors. 360,000 compounds, 0.14% hits;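 also: potency is read from the fitted curve at half-maximal effect; plate controls were vehicle for no effect and positive control for full effect; nearly all actives have a fitted effect of over 50% in size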
IL2 activator: activates IL-2 in a cell-based reporter assay; AID 652025; activation, % (series mostly up to about 46 µM); 360,000 compounds, 0.065% hits; IL-2 activation reporter assay, cell-based qHTS; stimulated with anti-CD3/CD4/CD28 beads; in transgenic mouse T cells; in the data active = activation above about 50%; inconclusive = mostly about 30% to 49%; also: 0% is about no effect
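EGFP and DsRed fluorescence is measured by plate cytometry in unstimulated transgenic mouse T cells exposed to compound for 60 minutes, then stimulated 18 hours at 37 degrees C with anti-CD3/anti-CD4 beads plus anti-CD28.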
PI5P4Ka inh: blocks human PI5P4K alpha kinase activity. P48426. PI5P4Kalpha enzyme, ADP-Glo luminescence, 60 min; hits give low values. max response, %. 330,000 compounds, 1.2% hits. AID 652105; active = max response of -50% or lower; inconclusive = between -30% and -50%; inactive = -30% or higher; also: value at the top dose of about 77 µM; % is scaled to controls: 0 for no effect and ±100 for the full control effect
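Single end-point luminescence (ADP-Glo) quantified ADP from PI5P4Kalpha turnover; ATP 5 microM final, 1 h at RT, 0.1% CHAPS and 0.28 mM EGTA in HEPES pH 7.4.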
EPAC1 ag: EPAC1 (human) agonism; EPAC1 agonist qHTS, biochemical assay; response scale: 100% = response to 6.5 mM cAMP; Potency, µM (series often up to 154 µM), for the others: at the highest dose activation, usual class: activators; 360,000 compounds, 0.073% hits; also: potency is read from the fitted curve at half-maximal effect; nearly all actives have a fitted effect of over 60% in size
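EPAC1 100 nM, Rap1B–BODIPY-GDP 250 nM, unlabeled GDP 50 uM; compound titration; 5 min RT; kinetic read ex480/em540 at 5-min intervals ×30 min; data normalized to 6.5 mM cAMP agonist control.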
GLP-1R agonist: activates the human GLP-1 receptor; 380,000 compounds, 0.007% hits; HEK293 GLP-1R CRE-luciferase, luminescence, 4-6 h; cells express a hypersensitive GLP-1R form; Potency, µM (titrated, usually from 45.6 µM), for the others: top-dose activation, hits mostly activators; P43220; AID 624172; also: potency is read from the fitted curve at half-maximal effect; % of control where 0% means no effect
Target sequence (P43220 whole entry, looked up): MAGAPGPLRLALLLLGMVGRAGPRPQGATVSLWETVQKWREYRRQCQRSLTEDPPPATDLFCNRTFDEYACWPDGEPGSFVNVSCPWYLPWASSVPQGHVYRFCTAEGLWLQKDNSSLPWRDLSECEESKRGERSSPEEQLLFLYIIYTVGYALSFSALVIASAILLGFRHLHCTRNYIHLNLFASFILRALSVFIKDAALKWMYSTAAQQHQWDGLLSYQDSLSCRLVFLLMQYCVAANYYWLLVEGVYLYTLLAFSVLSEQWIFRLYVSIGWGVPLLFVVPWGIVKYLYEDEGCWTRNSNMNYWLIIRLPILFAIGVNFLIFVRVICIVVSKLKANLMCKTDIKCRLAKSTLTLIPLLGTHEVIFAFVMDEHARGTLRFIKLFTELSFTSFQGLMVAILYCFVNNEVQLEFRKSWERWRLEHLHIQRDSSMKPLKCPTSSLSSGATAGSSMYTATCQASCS
PTHR1 ag: agonists of human PTHR1 parathyroid hormone receptor | 410,000 compounds, 0.075% hits | Potency, µM (highest dose often 115 µM), for inactives: at the highest dose activation, usual class: activators | HEK293 GP2 PTHR1 cells, GloSensor cAMP luminescence, 1 h | Q03431; also: potency is read from the fitted curve at half-maximal effect; nearly all actives have a fitted effect of over 55% in size; some results filed as inactive show a strong effect at the top dose; inactives centre near -15; many of its hits are not listed in these tables
Target sequence (Q03431 whole entry, looked up): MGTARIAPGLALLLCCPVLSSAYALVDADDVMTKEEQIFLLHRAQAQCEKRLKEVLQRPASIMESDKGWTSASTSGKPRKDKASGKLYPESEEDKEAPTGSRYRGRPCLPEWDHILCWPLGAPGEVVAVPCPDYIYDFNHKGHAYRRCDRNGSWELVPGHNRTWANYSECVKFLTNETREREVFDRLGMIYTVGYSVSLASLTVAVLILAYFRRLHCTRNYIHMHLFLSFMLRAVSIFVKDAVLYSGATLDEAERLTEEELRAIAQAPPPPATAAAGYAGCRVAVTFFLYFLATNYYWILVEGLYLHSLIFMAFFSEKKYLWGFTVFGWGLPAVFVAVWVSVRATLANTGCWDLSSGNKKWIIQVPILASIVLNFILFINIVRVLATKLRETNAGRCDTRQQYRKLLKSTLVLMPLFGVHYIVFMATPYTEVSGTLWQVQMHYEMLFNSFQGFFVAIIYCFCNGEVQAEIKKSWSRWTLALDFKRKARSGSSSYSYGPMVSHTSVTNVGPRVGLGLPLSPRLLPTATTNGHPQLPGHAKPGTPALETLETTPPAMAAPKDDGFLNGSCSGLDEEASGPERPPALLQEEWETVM
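HEK-293-derived GP2 cells expressing PTHR1 and a GloSensor cAMP reporter, 3,000/well, plated overnight, given luciferin plus IBMX (each 0.5 mM as added) for 1 h at 37 °C, then compound for 1 h at 37 °C. Luminescence was read after 15 min at room temperature.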
PLK1 PBD inh: PLK1 (human) polo-box domain binding inhibition | Potency, µM, for inactives: max response, negative = inhibition, hits mostly inhibitors | 360,000 compounds, 2.8% hits | Plk1 PBD binding of FITC phosphopeptide, fluorescence polarization; also: potency is read from the fitted curve at half-maximal effect; series mostly up to about 57 µM; % is scaled to controls: 0 for no effect and ±100 for the full control effect; nearly all actives have a fitted effect of over 65% in size
HEK293 tox: cytotoxicity in counter-screen for GLP-1R inverse agonists; HEK293 cAMP-luciferase reporter cells, luminescence, 24 h; Potency, µM (highest dose often 38.3 µM), inactives show top-dose activity change, negative = inhibition, most hits filed as inhibitors; 410,000 compounds, 0.13% hits; AID 624418;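 also: loss of luciferase light is scored as toxicity; potency is read from the fitted curve at half-maximal effect; % is scaled to controls: 0 for no effect and ±100 for the full control effect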
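Seeding density was 200 cells/uL; after overnight-length (12 h) culture, 23 nL compounds went on for 24 h at 37 °C. Readout used a luciferase detection reagent, luminescence taken after 12 min at room temperature.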
GLP1R inv ag: GLP-1 receptor (human) inverse agonism; HEK293 GLP-1R CRE-luciferase, luminescence, 24 h; GLP-1R form is constitutively active; Potency, µM (series often up to 38.3 µM), for inactives: at the highest dose activity change, negative = inhibition, hits mostly inhibitors; 410,000 compounds, 1.6% hits; also: potency is read from the fitted curve at half-maximal effect; % is scaled to controls: 0 for no effect and ±100 for the full control effect; nearly all actives have a fitted effect of over 55% in size
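Inverse agonism was detected as reduced cAMP-driven luciferase luminescence after 24 h compound treatment. The cells were HEK293 clones expressing constitutively active human GLP-1R with the reporter. Reporter-only and GPR119 cell lines served as counterscreen controls.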
* hit, by the source's call; i = inactive; ? = inconclusive; . = no result given; [ ] = another dose, or the depositor's remark. Unless noted, calls follow the shape of the dose curve; as a rule, active = well fitted curve in the direction sought with a large enough effect; inconclusive = small, poorly fitted or top-dose-only effect, or another doubt; inactive = no such curve, though single readings can be large; an effect the other way counts as inactive or inconclusive. An excerpt (hit frequency here may not be typical).

SMILES | PI5P4Ka inh | PTHR1 ag | GLP-1R agonist | EPAC1 antagonist | EPAC1 ag | GLP1R inv ag | HEK293 tox | PLK1 PBD inh | IL2 activator
Cc1cc(OCC(=O)N2C[C@H]3C[C@@H](C2)c2cccc(=O)n2C3)c2c(C)cc(=O)oc2c1 | 4 | i | 1% | -20% | -2% | 21% | 2% | -7% | 0.4
Cc1ccc(N(C)C(=O)Oc2ccc(C(=O)c3ccc(Cl)cc3)cc2)cc1 | 3 | -43%[57.5 µM] | -2% | -3% | -6% | ? | 4% | -2% | 0.2
Cc1ccc2c(c1)C(c1ccccc1)=NCC(=O)N2C | 0 | i | -4% | -4% | -2% | 15% | -10% | -1% | 0.2
CN1[C@@H]2CC[C@H]1CC(OC1c3ccccc3CCc3ccccc31)C2 (stereo not given in full) | 8 | -26% | -1% | -1% | -9% | 2µM* | ? | 2% | 0.5
CCOC(=O)C(O)(c1ccc(N(CC)S(=O)(=O)c2ccc(C)cc2)cc1)C(F)(F)F (stereo not given) | . | i | 11% | -23% | 19% | 0% | 2% | -2% | 1.8
CC(=O)Nc1ccccc1OP1(=O)COc2ccccc2OC1 | 0 | -16%[57.5 µM] | 4% | 1% | 7% | 5% | 16% | -2% | 1.5
CC(=O)N1CC(=O)Nc2ccc(Br)cc2C1c1ccc(F)cc1 (stereo not given) | 0 | i | 6% | ? | 6% | -10% | -3% | -7% | 10
CC1CN=C(Nc2ccc(F)cc2)S1 (stereo not given) | -6 | i | 13% | -3% | 3% | 4% | 14% | -29% | 1.2
O=[N+]([O-])c1c(Cl)c(Cl)c(Cl)c(Cl)c1Cl | -2 | -24% | 7% | -19% | 4% | 16% | 0% | -19% | -4.0
CN(C)C(=O)Oc1ccc2c(c1)O/C(=C\c1ccc(Cl)cc1)C2=O | 7 | -27% | 3% | -20% | 4% | -3% | -9% | -9% | 1.5
O=c1[nH]c(O)c(C=Nc2ccccc2Sc2ccccc2)c(=O)[nH]1 | 1 | -14% | 27% | ? | -12% | 5% | 10% | -15% | -1.8
CC1SC2(CN3CCC2CC3)NC1=O (stereo not given) | 4 | i | -16% | -15% | 13% | 18% | 17% | -23% | 0.0
O=C1c2ccccc2-n2nncc2C2c3cc(Br)ccc3CCN12 (stereo not given) | -7 | -22% | -4% | 0% | -5% | -8% | -12% | -6% | -0.3
COC(=O)COc1cc(C)cc2oc(=O)c3c(c12)CCCC3 | . | -10%[57.5 µM] | 8% | 3% | 12% | 0% | ? | -1% | 0.1
Cc1ccccc1-n1c(-c2ccc([N+](=O)[O-])cc2)nc2ccccc2c1=O | 2 | i | 2% | 18% | 5% | ? | -12% | -1% | -7.3
O=C1N(c2cccc(Cl)c2)C(c2cccnc2)N2CCCN12 (stereo not given) | -4 | i | 14% | 5% | -11% | 27% | -2% | -5% | -1.7
O=C(CN1CCOCC1)c1ccc(Br)cc1 | 1 | -18% | -1% | 14% | 6% | 13% | -1% | ? | -0.3
COC(=O)C(O)(c1ccc(N(C)C(=O)c2ccc(Cl)c(Cl)c2)cc1)C(F)(F)F (stereo not given) | 2 | -3% | 16% | -2% | 0% | -17% | 8% | -8% | 1.3
CCCCN1C(=O)C(C2c3ccccc3C(=O)N2Cc2ccccc2)C(=O)NC1=S (stereo not given) | -11 | -33% | -12% | -11% | 1% | 0% | 8% | ? | -2.2
CCCCN1C(=O)NC(=O)C2(Cc3c(nc4ccccn4c3=O)N3CCc4ccccc4C32)C1=O (stereo not given) | . | -5% | 0% | 5% | 6% | ? | -11% | -1% | -2.2
CC(C)c1ccc(N2C(=O)NC(=O)/C(=C\c3cnc(-c4ccccc4)nc3)C2=O)cc1 | ? | -5% | -19% | -3% | 6% | -9% | 20% | 21µM* | 3.5
COC(=O)C1=C(c2ccc(F)cc2F)C[C@@H]2CC[C@H]1N2C(=O)NCCOc1ccccc1 | 8 | -71%[inhibitor] | -3% | 7% | -9% | ? | 2% | 2% | -0.7
COc1cc2c(cc1OC)C(c1c(O)n(CCc3ccccc3)c(=S)[nH]c1=O)NCC2 (stereo not given) | -2 | i | 19% | -27% | 13% | -13% | 29% | -20% | 0.3
CCCCOc1ccc(C(=O)NCC(=O)N2CCN(C/C=C/c3ccccc3)CC2)cc1 | 1 | -38%[inhibitor] | 2% | 4% | -2% | ? | -16% | -3% | -3.7
CC(O)CNc1ccc([N+](=O)[O-])c2cccnc12 (stereo not given) | 3 | -5% | 3% | -19% | 6% | 10% | -26% | 4% | -3.0
COc1cc2c(cc1OC)-c1c(OC)c(OC)cc3c1[C@H](C2)[N+](C)(C)CC3 | -3 | -22% | -3% | 0% | -10% | 11% | -11% | -3% | -0.6
O=C(NN1C(=O)/C(=C/c2ccc(O)c(O)c2)SC1=S)c1ccccc1 | -53* | -16% | 12% | ? | 1% | ? | ? | 3% | 3.6
CCN1CCN(Cc2ccc(OC(F)(F)F)cc2)CC1 | . | -13%[57.5 µM] | -9% | -2% | -3% | 0% | -20% | -6% | 0.7
Cc1ccc(C(=O)OCC(=O)c2c[nH]c3ccccc23)cc1NC(=O)c1ccco1 | 5 | -12% | 8% | ? | 15% | ? | ? | -28% | -1.6
Cc1cc(C=C2C(=O)N(C)C(=O)N(C)C2=O)c(C)n1-c1ccccc1 | -4 | i | 5% | 9% | -1% | 3% | 3% | -4% | -1.2

Entries of single compounds from above:
Cc1ccc(C(=O)OCC(=O)c2c[nH]c3ccccc23)cc1NC(=O)c1ccco1 across the screens: PI5P4Ka inh: 5; PTHR1 ag: -12%; GLP-1R agonist: 8%; EPAC1 antagonist: ?; EPAC1 ag: 15%; GLP1R inv ag: ?; HEK293 tox: ?; PLK1 PBD inh: -28%; IL2 activator: -1.6
CC(=O)N1CC(=O)Nc2ccc(Br)cc2C1c1ccc(F)cc1 (stereo not given) across the screens: PI5P4Ka inh: 0; PTHR1 ag: i; GLP-1R agonist: 6%; EPAC1 antagonist: ?; EPAC1 ag: 6%; GLP1R inv ag: -10%; HEK293 tox: -3%; PLK1 PBD inh: -7%; IL2 activator: 10

Next section
SMILES | PI5P4Ka inh | PTHR1 ag | GLP-1R agonist | EPAC1 antagonist | EPAC1 ag | GLP1R inv ag | HEK293 tox | PLK1 PBD inh | IL2 activator
Cc1ccc(CCN2CC(C(=O)N3CCC4(CC3)OCCO4)CC2=O)cc1 (stereo not given) | 12 | -8%[57.5 µM] | -1% | 0% | 10% | 8% | 10% | -12% | 2.0
N#Cc1cccc(NC(=O)CSc2nc3c(cc2C#N)N2CCC3CC2)c1 | . | i | 0% | . | . | 14% | 10% | . | .
C=CCn1c(O)c(C(CC)=NCCN2CCOCC2)c(=O)[nH]c1=O | -12 | i | -7% | 11% | 5% | 60%[activator] | 6% | -8% | -1.5
COC(=O)C(O)(c1ccc(NC(=O)NC2CCCCC2)cc1)C(F)(F)F (stereo not given) | -5 | i | 0% | 2% | -18% | ? | -11% | 7% | 0.4
Cc1c(N=Nc2c(O)n(C)c(=O)n(C)c2=O)c(=O)n(-c2ccccc2)n1C | 4 | i | 0% | -13% | 10% | -4% | -9% | 2% | -2.2
COc1ccc(OC)c(NP(=O)(Oc2ccccc2)Oc2ccccc2)c1 | 2 | i | -7% | -2% | 15% | ? | -5% | 3% | -3.4
CCN1C(=O)N(CC)C(=O)C2(Cc3ccccc3N3CCN(c4ccccc4)CC32)C1=O (stereo not given) | 1 | i | -2% | 1% | 3% | 22% | -6% | -15% | 0.4
CCOC(=O)c1ccc(-[n+]2c(-c3ccccc3)cc(-c3ccccc3)cc2-c2ccccc2)cc1 | -23 | ? | -1% | -24% | -10% | ? | ? | -17% | -0.7
CCCC(C)n1[nH]c(=O)c2c1NC(=O)CSC2c1ccc(OC)cc1 (stereo not given) | -4 | -20%[57.5 µM] | -1% | 5% | 12% | -8% | -10% | -4% | -0.4
COC(=O)N(c1ccc(OC)cc1)P1(=S)OCCC(C)O1 (stereo not given) | ? | i | 1% | -8% | 0% | 4% | -4% | 2.7µM* | -0.4
CN1/C(=C\C=C2C(=O)NC(=O)NC2=O)C(C)(C)c2ccccc21 | 1 | -54%[inhibitor] | -6% | 15% | ? | 18% | -7% | 98%[activator] | ?
CC(C)(Cl)[N+](=O)[O-] | -1 | 3% | 5% | -3% | -2% | 10% | 0% | -8% | 1.5
COCC(=O)N1Cc2ccccc2-n2nncc2C1 | -1 | i | 7% | -3% | -15% | 8% | -2% | -1% | -0.2
CN(Cc1ccc(OC(F)F)cc1)Cc1nc2c(Br)cc(Br)cc2c(=O)[nH]1 | 18 | -33% | 17% | -1% | 1% | ? | -5% | 3% | 0.7
Cc1cc2ccccn2c1C(=O)c1ccc(NN)c([N+](=O)[O-])c1 | 1 | -6% | 7% | -1% | -12% | ? | ? | 6% | -0.7
Cn1cc(CCC(=O)N2CCC3(CC2)OCCO3)c2ccccc21 | . | -1%[57.5 µM] | 15% | -1% | 2% | 0% | -12% | -5% | -2.0
COc1ccc(O)c(C(C)(C)C)c1 | 1 | -2% | 17% | -6% | -13% | 4% | -11% | -10% | 1.4
Cc1ccc2c(c1)C=CC(C#N)N2C(=O)Oc1ccccc1 (stereo not given) | -19 | -34% | 19% | -19% | -18% | ? | 1% | ? | -3.5
Cc1cc(C=O)c(C)n1C1CCCCC1 | 2 | i | 13% | -4% | 7% | -2% | -3% | 0% | -0.1
CCOP(=O)(OCC)C(NC(=O)c1ccc(Cl)cc1)=C(Cl)Cl | . | i | 4% | -1% | 9% | -4% | 1% | -4% | -0.6
C=CC[C@@H](Cc1ccc(F)cc1)C(=O)OC[C@@H]1CCCN1C(=O)[C@@H](CC=C)CC(=O)N[C@H](CO)Cc1ccccc1 | 1 | -45%[inhibitor] | -5% | -30% | -31%[inhibitor] | ? | -2% | -4% | -0.5
COCCCn1c(N)c(C(=O)OCCOC)c2nc3ccccc3nc21 | 5 | i | 18% | 2% | 2% | 39%[activator] | 392%[activator] | -10% | 0.3
